Bioassay records: PubChem, National Center for Advancing Translational Sciences (NCATS)
PNC assembly inh: blocks assembly of the perinucleolar compartment; PC3M PTB-GFP, PNC prevalence imaging, 16 h; active compounds read low; activity change (PNC), negative = inhibition, % at 10 µM; actives 3.1% (n = 140,000); AID 2417;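 active = readout at or below -70, meaning at least 70% loss of cells showing the perinucleolar compartment, a nuclear body marking cancer cells; inconclusive = readout between -30 and a set limit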;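 also: plate controls were DMSO wells for no effect and camptothecin positive control wells for full effect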
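Read-out is percentage of cells bearing a perinucleolar compartment, from automated 20x imaging of fixed, Hoechst-stained PC3M PTB-GFP cells. Cells were seeded 4 h, then exposed 16 h to compound (23 nl of library stock) in duplicate plates.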
15-hLO-2 inh: 15-hLO-2 (ALOX15B) enzyme inhibition | AID 881 | Potency, µM (top dose mostly 57.1 µM), for the others: top-dose activity change, negative = inhibition, most hits filed as inhibitors | actives 0.56% (n = 110,000) | purified 15hLO-2, xylenol orange hydroperoxide absorbance; also: potency is read from the fitted curve at half-maximal effect; nearly all actives have a fitted effect of over 60% in size; many of its hits are not listed in these tables
Target sequence (O15296 whole entry, looked up): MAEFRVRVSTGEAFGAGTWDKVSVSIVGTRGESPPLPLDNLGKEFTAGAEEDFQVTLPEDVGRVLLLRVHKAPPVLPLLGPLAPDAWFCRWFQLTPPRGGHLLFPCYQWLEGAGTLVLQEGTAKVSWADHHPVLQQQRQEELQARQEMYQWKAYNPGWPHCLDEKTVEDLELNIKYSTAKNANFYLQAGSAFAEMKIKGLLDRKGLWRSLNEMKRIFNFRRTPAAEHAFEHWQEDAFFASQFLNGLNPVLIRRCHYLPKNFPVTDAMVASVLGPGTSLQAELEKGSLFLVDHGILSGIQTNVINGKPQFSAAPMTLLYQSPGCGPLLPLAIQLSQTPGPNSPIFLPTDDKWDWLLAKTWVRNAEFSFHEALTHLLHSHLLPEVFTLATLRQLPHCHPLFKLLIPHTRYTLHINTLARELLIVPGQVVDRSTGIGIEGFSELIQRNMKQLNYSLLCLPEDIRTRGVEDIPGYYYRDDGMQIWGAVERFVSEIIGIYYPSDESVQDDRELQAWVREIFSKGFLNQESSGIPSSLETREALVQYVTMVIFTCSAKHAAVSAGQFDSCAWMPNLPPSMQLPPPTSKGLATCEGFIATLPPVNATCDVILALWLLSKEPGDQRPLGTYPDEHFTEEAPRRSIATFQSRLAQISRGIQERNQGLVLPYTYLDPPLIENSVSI
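Enzyme 50 nM, AA 45 uM, 25 mM Hepes pH 7.5 + 0.01% Triton X-100; cpd preinc 15 min RT, rxn 90 min RT; stop/detect with 200 uM XO + 300 uM Fe(II) in 50 mM H2SO4, 30 min; A573/A405.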
IMPase cell inh: membrane-permeable compound that blocks inositol monophosphatase | CHO-M1 cells, IP1 accumulation, HTRF TR-FRET ratio | inhibition (IP1 accumulation), % at 46.1 µM | 120,000 tested, under 10 active | AID 901; active = well fitted curve in the direction sought with a large enough effect in the signal ratio, not every such curve was filed as active; inconclusive = small, poorly fitted or top-dose-only effect, or a change in a side signal; inactive = no such curve, though single readings can be large or run the other way; the % refers to the signal ratio;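 also: cells stimulated with carbachol in lithium chloride buffer; plate controls were DMSO basal wells for no effect and reference inhibitor wells for full effect; higher means more IMPase inhibition seen as more IP1 and lower FRET ratio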
Target sequence (P97697 whole entry, looked up): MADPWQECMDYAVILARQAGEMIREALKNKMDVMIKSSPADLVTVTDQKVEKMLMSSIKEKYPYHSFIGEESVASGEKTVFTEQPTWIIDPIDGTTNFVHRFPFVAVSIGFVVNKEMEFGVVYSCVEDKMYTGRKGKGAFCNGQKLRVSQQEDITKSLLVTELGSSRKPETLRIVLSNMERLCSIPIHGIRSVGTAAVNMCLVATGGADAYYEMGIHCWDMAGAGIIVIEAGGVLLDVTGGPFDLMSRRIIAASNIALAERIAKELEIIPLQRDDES
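Elevated IP1 in lysates lowers TR-FRET signal (665/620 ratio and 620 channel reported). Cells were CHO-M1, given carbachol (50 uM as added) plus 50mM LiCl, pH 7.4, 30 min, 37C; compounds titrated up to 46 uM; AC50 by Hill equation.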
12-hLO inh: 12-hLO (ALOX12) enzyme inhibition. Potency, µM (titrated, usually from 57.1 µM), for the others: top-dose activity change, negative = inhibition, actives largely listed as inhibitors. purified 12-hLO, xylenol orange hydroperoxide absorbance. P18054. actives 0.12% (n = 150,000). AID 1452; also: potency is read from the fitted curve at half-maximal effect; nearly all actives have a fitted effect of over 55% in size; many of its hits are not listed in these tables
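Xylenol orange chromogenic assay: hydroperoxide from 12hLO oxidises Fe(II), giving red-shifted Fe(III)-XO absorbance. Conditions: 150 nM enzyme, 40 uM arachidonic acid, 25 mM Hepes pH 7.0, 0.01% Triton X-100, 30 min, room temperature.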
* = called active by the depositor; ? = inconclusive; nt = not tested or not shown; [ ] = remark or other dose. Unless noted, calls follow the shape of the dose curve; as a rule, active = well fitted curve in the direction sought with a large enough effect; inconclusive = small, poorly fitted or top-dose-only effect, or another doubt; inactive = no such curve, though single readings can be large; an effect the other way counts as inactive or inconclusive. Unless noted, % is scaled to controls: 0 for no effect and ±100 for the full control effect. Only part of the results is shown; count on the stated rates, not on these rows.

SMILES | PNC assembly inh | 15-hLO-2 inh | IMPase cell inh | 12-hLO inh
CN[C@]1(C)[C@H]2CC[C@@H](C2)C1(C)C | nt | 18%[25.6 µM] | 4[20.6 µM] | 0%[25.6 µM]
COc1ccc(-c2nnn(CC#N)n2)cc1OC | -11 | -8% | 1 | 0%
Cc1cccc(NC(=O)C2Cc3ccccc3CN2C(=O)OCc2ccccc2)c1C (stereo not given) | -13 | nt | nt | -1%
Cc1ccc(Cc2nc(-c3cccc(C)c3)no2)cc1 | 7 | 0% | 15 | -3%
COc1ccc(C(=O)/C=C/c2ccc(OC)c(COc3ccccc3F)c2)cc1 | ? | nt | ? | 3%
COCCNC(=S)N/N=C(\C)c1ccc(-n2ccnc2)cc1 | 44 | -5% | 6 | -6%
Cc1onc(-c2ccccc2)c1C(=O)Nc1sc2c(c1C#N)CCC(C)C2 (stereo not given) | 12 | -18% | 5 | -6%
O=C(NNC(=O)C12CC3CC(CC(C3)C1)C2)c1cnccn1 | 90 | nt | nt | 0%
Clc1ccc(-c2cc(-c3nnc4n3CCCCC4)c3ccccc3n2)cc1 | -9 | nt | 3 | 2%
Cc1cc(C(=O)COC(=O)c2ccc[nH]c2=O)c(C)n1-c1ccc(F)cc1 | ? | nt | nt | 0%
CCC(=O)Nc1ccc2c(c1)nc(CCN1CCN(C)CC1)n2C | 28 | 2% | 4 | 4%
O=C(O)[C@H](CCc1ccccn1)c1ccccc1 | nt | -1%[11.4 µM] | nt | 4%[11.4 µM]
CCn1c(=O)n(CC(=O)NC2CCCC(C)C2C)c(=O)c2ccccc21 (stereo not given) | 99 | 4% | -3 | 6%
O=C(COC(=O)c1cccc(NS(=O)(=O)c2ccc(F)c(F)c2)c1)NC(=O)NC1CCCCC1 | 24 | nt | nt | -3%
CCN(CC)c1ccc(/C=C2\NC(=O)NC2=O)cc1 | -18 | nt | 22 | -1%
O=C(CN1C(=O)NC2(CCCC2)C1=O)N1CCN(C(=O)c2ccco2)CC1 | 3 | 0% | 2 | -6%
O=C(c1ccc(CN2CCc3ccccc3C2)cc1)N1CCc2ccccc2C1 | 16 | 3% | -2 | 2%
Cc1ccc(CNC(=O)C2CCCN2C(=O)NCc2ccccc2)cc1 (stereo not given) | ? | -2% | 9 | -5%
COc1ccc(C(=O)C(CCCCC(CN(C)C)C(=O)c2ccc(OC)cc2)CN(C)C)cc1 (stereo not given) | 49 | 11% | 7 | 4%
O=C(NCc1ccco1)C(c1ccco1)N(CCc1ccccc1)C(=O)Cn1nnc2ccccc21 (stereo not given) | ? | -15% | 12 | -14%

A second format for part of the listing above.
canonical_smiles,PNC assembly inh,15-hLO-2 inh,IMPase cell inh,12-hLO inh
CN[C@]1(C)[C@H]2CC[C@@H](C2)C1(C)C,nt,18%[25.6 µM],4[20.6 µM],0%[25.6 µM]
O=C(O)[C@H](CCc1ccccn1)c1ccccc1,nt,-1%[11.4 µM],nt,4%[11.4 µM]
COc1ccc(C(=O)/C=C/c2ccc(OC)c(COc3ccccc3F)c2)cc1,?,nt,?,3%

Returning to the listing with the 2 entries that preceded the break.
SMILES | PNC assembly inh | 15-hLO-2 inh | IMPase cell inh | 12-hLO inh
COc1ccc(C(=O)C(CCCCC(CN(C)C)C(=O)c2ccc(OC)cc2)CN(C)C)cc1 (stereo not given) | 49 | 11% | 7 | 4%
O=C(NCc1ccco1)C(c1ccco1)N(CCc1ccccc1)C(=O)Cn1nnc2ccccc21 (stereo not given) | ? | -15% | 12 | -14%
CCCS(=O)(=O)N1CCN(C(=O)COc2ccccc2)CC1 | ? | 0% | 1 | 6%
CC(=O)Nc1ccc(S(=O)(=O)NCc2ccc(C(=O)NC(C)c3ccccc3)cc2)cc1 (stereo not given) | -17 | -3% | -1 | -4%
COc1ccc(Cl)cc1-c1n[nH]c(=S)o1 | -8 | 1% | ? | 0%
Cc1nn(-c2ccccc2)c(Cl)c1CN(C(=O)CCl)c1cccc2ccccc12 | -17 | nt | 12 | -5%
O=C(O)CCC(=O)NNC(=O)c1cccc(Br)c1 | 24 | nt | nt | 4%
CCOc1ccc(NC(=O)Cn2nnc(-c3ccccc3NC(=O)CC)n2)cc1 | -84* | -14% | 7 | -1%
COc1ccc(-n2ncc3c(SCC(=O)N4CCN(c5ccccc5OC)CC4)ncnc32)cc1 | -119* | nt | 3 | 4%
CCN(CC)CCCNC(CC(=O)Nc1cccc([N+](=O)[O-])c1)C(=O)O (stereo not given) | 47 | nt | nt | 1%
O=C(NC(CO)C(O)c1ccc([N+](=O)[O-])cc1)C(Cl)Cl (stereo not given) | nt | -11% | nt | 1%
CCCCOC(=O)C1CCCC(C(=O)OCCCC)N1 (stereo not given) | ? | -3% | 2 | 0%
CCOc1ccc(Cc2nc(C)c(CC(=O)N3CCOCC3)c(=O)[nH]2)cc1 | -11 | -5% | 7 | 1%
O=C(c1cccs1)N1CCc2ccccc21 | ? | -3% | -1 | -6%
Cc1ccccc1NS(=O)(=O)c1cc(S(C)(=O)=O)ccc1C | -18 | nt | nt | -4%
COc1cccc2cc(C(=O)NCc3ccco3)c(=Nc3ccc(C(=O)O)cc3)oc12 | ? | -17% | -3 | 2%
CCOc1c2ccc(C(=O)NCc3ccc4c(c3)OCO4)cc2nn1CCOC | 31 | -8% | 3 | 6%
CCn1cc(C(=O)O)c(=O)c2cc(F)c(N/N=C/c3ccccc3)cc21 | ? | nt | nt | 0%
Cc1nc2ccccc2c2oc(C(=O)NCC3CCCO3)cc12 (stereo not given) | -27 | 3% | 6 | -3%
Cc1cc(C)c(NC(=O)CSc2nc(COc3ccccc3)nc3ccccc23)c(C)c1 | -8 | ? | -7 | 4%
Nc1cc(Cl)ccc1Oc1ccc2ccccc2c1 | 41 | 5% | 8 | -4%
Cn1nc(CC(=O)NC2CCCCCCCCCCC2)c2ccccc2c1=O | 56 | ? | 0 | 10%
CCOc1ccc(C2c3c(oc4cc(C)c(C)cc4c3=O)C(=O)N2CCCN2CCOCC2)cc1 (stereo not given) | 13 | 8% | -3 | -10%
CC1(C)Cc2c(cnn2-c2ccccc2)C(=O)/C1=N\NC(=O)c1ccccc1O | 10 | -4% | 5 | -9%
O=C(CSc1nc(-c2ccccc2)cs1)N1CCN(C(=O)c2ccco2)CC1 | ? | -8% | 15 | -3%
O=C(NC(NC(=S)Nc1ccccc1C(=O)O)C(Cl)(Cl)Cl)c1ccco1 (stereo not given) | ? | nt | nt | -1%
COC(=O)c1ccc(Cl)c(NC(=O)CN(c2ccc3c(c2)OCO3)S(C)(=O)=O)c1 | ? | -4% | -11 | -4%
COc1ccc(-c2nnc(Nc3nc4c(OC)cccc4s3)o2)cc1 | -12 | -14% | -9 | 5%
Cc1ccc(CN2C(=O)C3CCCN3c3ccc(S(=O)(=O)N4CCOCC4)cc32)cc1 (stereo not given) | 5 | -9% | ? | -29%
CC(C)NCC(O)COc1ccc(CCOCC2CC2)cc1 (stereo not given) | 36 | nt | nt | 5%
O=C(N/N=C\c1ccc2c(c1)CCC2)c1ccccc1O | nt | -5%[11.4 µM] | nt | 0%[11.4 µM]
CCC(=O)OCCNc1cc(Sc2nc3ccccc3[nH]2)c2nonc2c1[N+](=O)[O-] | 31 | nt | 22 | -24%
C=CC(=O)OCCOCCOC(=O)C=C | nt | -5% | nt | -1%
Cc1ccc(O)c(-c2cc(C(F)(F)F)[nH]n2)c1 | 10 | -27% | 1 | -4%
Cc1ccc(SCc2cc(=O)n3ccsc3n2)c(C)c1 | -1 | nt | 3 | -8%
O=C(c1ccc(NC2=NC3CS(=O)(=O)CC3S2)cc1)N1CCN(Cc2ccccc2)CC1 (stereo not given) | -6 | 8% | 3 | -1%
CS(=O)(=O)N(CC(=O)Nc1ccc2c(c1)OCO2)c1ccccc1 | 32 | 2% | 6 | -7%
O=C(O)c1ccc(COc2c(F)c(F)cc(F)c2F)o1 | -9 | 0% | 7 | 6%
O=C(Nc1ccccn1)c1cc(-c2cccnc2)nc2ccc(Br)cc12 | 21 | nt | ? | 0%
CCN(CC)CCNc1nc(-c2ccco2)c2c(c1C#N)CC(C)(C)OC2 | 5 | 24% | -7 | 0%
Cc1ccc(CNC(=O)c2nc3nc(C)cc(C)n3n2)cc1 | -9 | -7% | -19 | -1%
O=C(NNC(=O)c1ccccc1F)c1cccc(Cl)c1 | 88 | 6% | 3 | 2%
CC(C)n1nc(C(=O)Nc2ccccc2N2CCOCC2)c2ccccc2c1=O | 40 | nt | nt | 3%
CN(C)CC1CCCCC1OC(=O)c1ccc(Cl)cc1 (stereo not given) | -28 | nt | 3 | 1%
COc1ccc(/C=C/C(=O)CC(O)(c2ccccc2)C(F)(F)F)cc1 (stereo not given) | -100* | nt | 2 | 0%
CC1=CCc2c(cc3oc(C)cc(=O)c3c2O)OC1 | nt | 9% | nt | -26%
CCOC(=O)C1CCN(C(c2cccc(F)c2)c2sc3nc(C)nn3c2O)CC1 (stereo not given) | 50 | nt | -9 | 2%
Cc1nc2ccccc2n1C1CC(=O)N(N(C)C)C1=O (stereo not given) | 12 | -1% | 2 | 0%
CCOCCCNCC(=O)N1CCN(S(=O)(=O)c2ccc(C)cc2)CC1 | -6 | -6% | 0 | -2%
CCCc1cc(=O)[nH]c(SCC(=O)N(CC)C2CCS(=O)(=O)C2)n1 (stereo not given) | 39 | -5% | -11 | 2%
COc1ccc2c(c1)C=C(C(=O)NCc1ccc(Cl)cc1)CO2 | ? | 7% | 13 | -1%
O=C(CSc1cccc(C(F)(F)F)c1)N1CCN(S(=O)(=O)c2ccccc2)CC1 | 17 | 6% | 4 | -8%
(cont.)
SMILES | PNC assembly inh | 15-hLO-2 inh | IMPase cell inh | 12-hLO inh
COc1ccc(NC(C)=O)cc1NC(=O)CSc1nnc(-c2cccnc2)n1C | 17 | 6% | ? | 0%
COc1ccccc1CC1(C)NC(=O)N(CC(=O)Nc2cc(C)on2)C1=O (stereo not given) | 1 | 0%[2.29 µM] | -6 | -4%
O=C(O)/C=C1\CCCc2ccccc2[C@H]1O | nt | 12% | 2 | 1%
CCOc1ccc(Nc2nc(C)cc(C)c2C#N)cc1 | ? | -12%[11.4 µM] | -9[1.84 µM] | 3%
Cc1ccccc1NC(=O)C(=O)N/N=C/c1cccc(Br)c1 | -114* | nt | nt | 4%
COc1ccc(Cl)cc1N(CC(=O)Nc1ccc2c(c1)OCO2)S(C)(=O)=O | 10 | 4% | 0 | -2%
Cc1cc(C)c(S(=O)(=O)c2c(C)cccc2C)c(Cl)n1 | 9 | nt | -5 | -5%
Cc1cc2c(c(=O)n1CCc1ccccc1)C(c1ccco1)C(C#N)=C(N)O2 (stereo not given) | ? | -3% | 5 | -3%
CCCCC(Nc1ncnc2ccccc12)C(=O)O (stereo not given) | -13 | -3% | -17 | 1%
COc1cccc(-c2nnc(SCc3ccccn3)n2C)c1 | 2 | -3% | 11 | 0%
COc1ccc(C)cc1NC(=O)C1CC(=O)OC12CCCCC2 (stereo not given) | -3 | -2% | -7 | -4%
O=S(=O)(Nc1cccc2cccnc12)c1ccc(S(=O)(=O)N2CCCC2)cc1 | 32 | 3% | 13 | 5%
Cc1ccccc1NC(=O)N1C2CCCC1CC(NC(=O)C1CC1)C2 (stereo not given) | -7 | 5% | -1 | 0%
C=C(C)C1CC=C(C)/C(=N\NC(=O)CNc2ccccc2OC)C1 (stereo not given) | -82* | nt | 9 | 1%
COc1ccc(C(=O)O)cc1F | 56 | -13% | -19 | -4%
CCN(CC)c1ccc(NC(=O)OC)cc1 | 80 | -17% | 18 | -4%
CCOc1c2ccc(C(=O)NCCc3ccc(C)cc3)cc2nn1CC | -113* | -5% | 3 | 4%
COC(=O)c1ccc(CN2C(=O)NC3(CCC(C)CC3)C2=O)o1 (stereo not given) | -29 | 4% | -4 | -5%
Cc1nnc(NCCc2ccccc2)[nH]c1=O | 39 | 1% | 3 | -1%
